# Bioassay records deposited in PubChem by National Center for Advancing Translational Sciences (NCATS).
# DNA Pol III inh: DNA polymerase III holoenzyme inhibition; reconstituted DNA polymerase III holoenzyme replication, biochemical; Potency, µM (top dose mostly 57.1 µM), for inactives: top-dose activity change, negative = inhibition; 0.25% of 71,000 active; AID 603; note: potency is the fitted concentration of half-maximal effect; % is set by controls: 0 for no effect and ±100 for the full control effect
#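 Reconstituted *E. coli* holoenzyme (0.35 nM Pol III, 1 nM beta, 154 nM SSB, 2 nM primase) was preincubated with compound for 15 min at RT. Synthesis on 1.4 nM ssM13Gori ran 35 min, then was stopped with PicoGreen/EDTA and read as dsDNA fluorescence.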
# ALOX15 inhib: blocks human 15-lipoxygenase activity; 1.4% of 74,000 active; P16050; Potency, µM (series often up to 57.1 µM), for inactives: at the highest dose activity change, negative = inhibition, hits mostly inhibitors; purified 15hLO-1, xylenol orange hydroperoxide absorbance; note: potency is the fitted concentration of half-maximal effect; % is set by controls: 0 for no effect and ±100 for the full control effect; nearly all actives have a fitted effect of over 55% in size
# Target sequence (P16050 whole entry, looked up): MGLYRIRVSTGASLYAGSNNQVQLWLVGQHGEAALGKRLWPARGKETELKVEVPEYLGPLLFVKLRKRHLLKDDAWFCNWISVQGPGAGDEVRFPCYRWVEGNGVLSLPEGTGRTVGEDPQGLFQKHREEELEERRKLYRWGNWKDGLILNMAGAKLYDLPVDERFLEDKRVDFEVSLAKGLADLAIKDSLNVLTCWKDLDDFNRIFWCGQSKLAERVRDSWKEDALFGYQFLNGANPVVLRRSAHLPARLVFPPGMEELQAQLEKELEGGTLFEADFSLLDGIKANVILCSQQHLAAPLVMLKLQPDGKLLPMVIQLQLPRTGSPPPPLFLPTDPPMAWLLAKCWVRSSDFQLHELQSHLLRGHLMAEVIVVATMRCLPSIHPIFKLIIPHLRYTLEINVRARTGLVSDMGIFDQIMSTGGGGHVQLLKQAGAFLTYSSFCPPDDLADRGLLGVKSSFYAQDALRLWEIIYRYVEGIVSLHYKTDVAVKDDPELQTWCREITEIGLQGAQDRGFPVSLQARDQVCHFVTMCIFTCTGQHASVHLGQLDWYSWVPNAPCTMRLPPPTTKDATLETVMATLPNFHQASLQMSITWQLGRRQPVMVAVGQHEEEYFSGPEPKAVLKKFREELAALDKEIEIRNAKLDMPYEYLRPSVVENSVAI
#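 Inhibition is scored from a chromogenic endpoint. After 15 min enzyme-compound contact, arachidonic acid (50 uM final) reacts 6 min with 40 nM 15hLO-1 at room temperature, then Fe-XO reagent is added for 30 min and absorbance ratio recorded.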
# HBB splice mod: alters splicing of the hemoglobin beta chain; 0.06% of 65,000 active; HBB splicing reporter cell assay, activation; EGFP reporter with mutant IVS2-654 intron; response scale: normalised to 500 nM splice-correcting PNA; AID 925; Potency, µM (doses to about 46.1 µM), inactives show at the top dose activation, usual class: activators; note: potency is the fitted concentration of half-maximal effect; 0% is about no effect
#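 HeLa cells stably expressing EGFP interrupted by mutant beta-globin intron 2 (IVS2-654), 500/well in 2% FCS. Treated with compound for 2 days at 37C. Splicing correction scored as total well GFP intensity (488 nm excitation, 500-520 nm emission); 500 nM antisense PNA served as control.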
# USP2a inhib: inhibitors of human ubiquitin-specific protease USP2a. USP2a enzymatic assay, qHTS inhibition. Potency, µM (series often up to 38.3 µM), for the others: at the top dose activity change, negative = inhibition, usual class: inhibitors. O75604. 0.1% of 60,000 active;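 note: potency is the fitted concentration of half-maximal effect; nearly all actives have a fitted effect of over 60% in size; plate controls were DMSO for no effect and NEM full inhibition control for full effect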
#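 USP2 core (20nM final) preincubated 30 min RT with compound, then Ub-PLA2 20nM and NBD C6-HPC 20uM final added; buffer 20mM Tris-HCl pH 8.0, 2mM CaCl2. Fluorescence Ex 460/Em 535 read at 0 and 2.5 h; normalized to NEM.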
# UbGFP stabilizer: ubiquitin-GFP accumulation via proteasome inhibition. 67,000 tested, under 10 active. AID 526. Ubiquitin-GFP reporter cells, proteasome inhibition, GFP fluorescence; response scale: untreated = 0%, 10 µM MG-132 = 100%. Potency, µM (doses to about 45.9 µM), inactives show at the highest dose activation (GFP accumulation), most hits filed as activators; active = well fitted activation curve with a large enough effect, not every such curve was filed as active; inconclusive = small, poorly fitted or top-dose-only effect, or another doubt; inactive = no such curve, though single readings can be large or run the other way; note: potency is the fitted concentration of half-maximal effect
#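 U2OS cells expressing ubiquitin(G76V)-GFP, seeded overnight in 0.5% FBS medium, then treated 4 hr at 37 C across 46 uM to 2.9 nM. GFP-positive cells counted by laser cytometry (488 ex/515 em); %activity scaled between basal and 10 uM MG-132.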
# HADH2 inh: inhibitors of human HADH2 dehydrogenase | 3.4% of 73,000 active | recombinant HADH2, NADH fluorescence, beta-hydroxybutyryl-CoA | AID 886 | Q99714 | Potency, µM (highest dose often 57.1 µM), inactives show top-dose activity change, negative = inhibition, usual class: inhibitors; note: potency is the fitted concentration of half-maximal effect; % is set by controls: 0 for no effect and ±100 for the full control effect; nearly all actives have a fitted effect of over 60% in size; many of its hits are not listed in these tables
# Target sequence (Q99714 whole entry, looked up, one chain of several): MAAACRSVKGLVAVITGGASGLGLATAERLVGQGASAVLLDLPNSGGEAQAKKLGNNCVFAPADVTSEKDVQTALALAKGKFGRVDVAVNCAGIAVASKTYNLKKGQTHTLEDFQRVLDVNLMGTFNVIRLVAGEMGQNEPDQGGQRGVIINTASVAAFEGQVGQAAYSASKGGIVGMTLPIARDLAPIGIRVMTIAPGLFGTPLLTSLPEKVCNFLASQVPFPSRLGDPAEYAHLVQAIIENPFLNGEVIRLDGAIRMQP
#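 Activity measured as NADH fluorescence gain (360/450 nm), taken as the change between first and last reads of a 4-min kinetic run. Conditions: pH 9.0 Tris buffer, 20 nM E. coli-expressed His-tagged enzyme, 1 mM NAD+, 90 uM beta-hydroxybutyryl-CoA; 15-min compound preincubation.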
# BRCT PPI green: inhibitors of human BRCA1 BRCT-phosphoprotein interaction (green fluorophore). Potency, µM (highest dose often 76.9 µM), for inactives: at the top dose activity change, negative = inhibition, most hits filed as inhibitors. P38398. 0.05% of 75,000 active. AID 875. BRCA1 BRCT-phosphopeptide binding, green fluorescence polarization;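 note: potency is the fitted concentration of half-maximal effect; plate controls were peptide without protein for full effect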
#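 Fluorescence polarization: His-tagged BRCT (~35 kDa BRCA1 C-terminus, 250 nM) bound to 100 nM fluorescein-labeled phosphorylated 10-aa BACH1 peptide, pH 7.3 phosphate buffer with DTT and Tween 20. Compounds incubated 12 min at room temperature; inhibition read as lowered polarization.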
# BRCT PPI red: disrupts BRCA1 BRCT binding to phosphoprotein, red fluorophore readout. BRCT-phosphopeptide binding, red fluorescence polarization. Potency, µM (titrated, usually from 76.9 µM), without a hit: top-dose activity change, negative = inhibition, actives largely listed as inhibitors. 0.03% of 75,000 active. AID 892; note: % is set by controls: 0 for no effect and ±100 for the full control effect
#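 Rhodamine-labelled pBACH1 10-mer (100 nM) bound to BRCT domain (100 nM) at pH 7.3; compounds incubated 12 min room temperature, polarization read. Free peptide defines full inhibition; unlabelled decapeptide titrated as control.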
# Epigenetic mod: epigenetic GFP locus derepression in mouse cells. AID 597. Potency, µM (titrated, usually from 46.1 µM), without a hit: at the top dose GFP derepression (activation). 0.09% of 68,000 active. mouse C127i GFP locus derepression, cytometry, 30 h; note: % of control where 0% means no effect
#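 Read-out is the number of GFP-positive cells, scored as fluorescent objects 20 to 120 um wide, reflecting derepression of a silenced CMV-GFP reporter in murine C127i cells after 30 h compound exposure at 37 C.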
# Hsp90 Hop PPI: changes Hsp90-Hop TPR2A binding signal, up or down. AlphaScreen TPR2A-His6 binding biotin-Hsp90 C-terminal peptide. Potency, µM (doses to about 57 µM), for inactives: at the top dose activity change, negative = inhibition. 0.44% of 71,000 active; active = well fitted curve in either direction with a large enough effect; inconclusive = small, poorly fitted or top-dose-only effect, or another doubt; note: potency is the fitted concentration of half-maximal effect; % is set by controls: 0 for no effect and ±100 for the full control effect; many of its hits are not listed in these tables
# CRE Fsk mod: CRE-bla signaling modulation under forskolin stimulation. Potency, µM (top dose mostly 38.2 µM), inactives show at the highest dose activity change, negative = inhibition, hits mostly activators. 2.5% of 71,000 active. CHO CRE-bla reporter (cAMP response element driving beta-lactamase), forskolin EC10, beta-lactamase ratio; active = well fitted activation curve with a large enough effect in the signal ratio, with a control signal flat, not every such curve was filed as active; inconclusive = small, poorly fitted or top-dose-only effect, or effect the other way, or a change in a side signal; the % refers to the signal ratio; note: potency is the fitted concentration of half-maximal effect; % of control where 0% means no effect
#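 Modulation of forskolin-driven signalling is measured in CHO cells carrying a CRE-controlled beta-lactamase reporter. Cells are stimulated with EC10 NKH 477 in the presence of titrated compound for 3 h at 37 °C, then loaded with CCF4 for 2 h at room temperature.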
# The depositor's hits bear a star; u = inconclusive; x = no result given; [ ] = remark or other dose. Unless noted, calls come from the whole dose curve; as a rule, active = well fitted curve in the direction sought with a large enough effect; inconclusive = small, poorly fitted or top-dose-only effect, or another doubt; inactive = no such curve, though single readings can be large; an effect the other way counts as inactive or inconclusive. Some of the compounds tested; count on the stated rates, not on these rows.
SMILES,DNA Pol III inh,ALOX15 inhib,HBB splice mod,USP2a inhib,UbGFP stabilizer,HADH2 inh,BRCT PPI green,BRCT PPI red,Epigenetic mod,Hsp90 Hop PPI,CRE Fsk mod
CCCC(=O)Nc1ccccc1N1CCN(C(=O)C(C)C)CC1,-4%,-9%,x,8%,-5%,-1%,-0.5%,-3.9%,-1%,3%,4%
O=C1COc2ccc(C(=O)c3ccccc3)cc2CN1,-4%,-10%,-1.7%,17%,1%,-3%,-1.8%,-3.4%,0%,-1%,-5%
CCOC(=O)C1CCN(C(=O)c2cccnc2)CC1,-8%,18%,0.2%[57.5 µM],-1%,-4%,16%,-1.3%,-2.7%,5%,0%,1%
CC(C)(C)c1cc(C(=O)/C=C/c2ccc(C(=O)O)cc2)cc(C(C)(C)C)c1,x,u,-1.3%,x,x,u,-1.3%,-2.4%,x,x,x
C=CCn1c(COc2ccc(F)cc2)nnc1SCC(=O)NC(=O)NCc1ccco1,-8%,-9%,1.3%,30%,-2%,0%,0.5%,0.1%,-2%,-3%,-4%
Cn1c(SCc2ccccc2)nnc1-c1ccncc1,-2%,-5%,2.5%,29%,0%,6%,4.2%,-0.8%,-3%,-6%,u
COc1ccc(CCN2CC(C#N)=C3c4cc(OC)c(OC)cc4CCN3C2)cc1OC,-1%,-3%,-0.7%,x,10%,-19%,-2.1%,0.5%,x,-16%,u
COc1ccc(C2=CC(c3ccc(OC)c(OC)c3)n3nnnc3N2)c(OC)c1 (configuration not stated),0%,-10%,1.9%[1.84 µM],37%[activator],1%,-30%,-2.5%,-0.2%,0%,1%,u
CC(=O)OC1CC(C)OC(C)O1 (configuration not stated),-1%,-1%,-0.2%,x,x,1%,-0.7%,0.8%,x,-3%,-5%
COc1ccc(C(=O)N2CCC3(CC2)CN(c2ccncc2)C3)cc1,-1%,7%,1.3%,-3%,-2%,2%,0.1%,2.2%,-2%[9.22 µM],3%,5%
COc1ccc(C(=O)N2CCN(Cc3cc(OC)c(O)c(OC)c3)CC2)cc1OC,-2%,-29%,x,-7%,-5%,-13%,-1.6%,0.0%,-2%,45%,2%
COCCn1nnnc1C(c1cc2ccc(OC)cc2[nH]c1=O)N1CCc2ccccc2C1 (configuration not stated),-8%,-10%,x,161%[activator],0%,-8%,0.7%,0.6%,6%,-3%,-2%
CCCn1cc(S(=O)(=O)CC(=O)N2CCc3ccccc32)c2ccccc21,2%,-15%,-1.2%,28%,-5%,-4%,-1.3%,0.1%,4%,-5%,-3%
COc1ccc(NC(=O)c2cccc(NC(=O)c3ccco3)c2)c(OC)c1,-2%[11.4 µM],1%[11.4 µM],-1.7%[0.0738 µM],24%[7.66 µM],1%[9.17 µM],-8%[11.4 µM],0.6%,0.8%,-2%,-11%[11 µM],u
CC1CCCC(NC(=O)Cn2cc3c(n2)CCCCC3)C1C (configuration not stated),0%,6%,-0.7%,x,-5%,8%,-1.3%,1.1%,0%,3%,-2%
CC(=O)NCCNc1nc(-c2ccccc2CN(C)C)nc2ccccc12,-14%,-2%,-0.5%,-4%,-5%,12%,-1.8%,0.3%,0%[9.22 µM],4%,-6%
COc1ccccc1CNC(=O)c1c(O)c2cc(OC)c(OC)cc2[nH]c1=O,2%,-3%,-1.5%,6%,0%,-4%,-0.7%,1.1%,0%,-3%,9%
COc1ncnc2c1oc1nc(C(C)C)c3c(c12)CC(C)(C)OC3,-1%,11%,-1.8%[0.369 µM],7%,x,-5%,-0.1%,0.3%,0%,1%,u
CCOC(=O)c1ccc(CNC(=O)C(Cc2c[nH]c3ccccc23)NC(C)=O)o1 (configuration not stated),3%,3%,-0.4%,-2%,-7%,4%,0.3%,0.5%,-2%,-6%,-3%
O=S(=O)(c1ccc(N2CCOCC2)cc1)N1CCOCC1,-2%,8%,2.2%,1%,3%,11%,0.5%,-1.1%,-2%,-5%,-5%
O=C(NC1CCCCC1)c1ccc(Cn2cc(Br)cn2)o1,1%,9%,-0.7%,6%,20%,-4%,0.2%,-0.2%,2%,-3%,-5%
CCn1c(SCC(=O)Nc2cc(C)on2)nc2sc(C)c(C)c2c1=O,-10%,-5%,-3.4%,1%,10%,0%,1.2%,0.2%,0%,3%,u
CCCCCCC1=Cc2cc(OC)c(OC)cc2C(C(C(C)=O)C(=O)OCC)O1 (configuration not stated),x,-2%[11.4 µM],2.0%[9.22 µM],x,x,14%[11.4 µM],-2.1%[15.4 µM],0.9%[15.4 µM],x,x,x
N#Cc1ccc2ccn(CC(=O)NCc3ccccc3)c2c1,-1%,-5%,1.3%,13%,-1%,-13%,-0.4%,-0.4%,2%,4%,-14%
O=C(Oc1ccccc1)c1cccc2cccnc12,-4%,12%,-0.3%,-1%,-5%,-22%,0.9%,1.5%,-1%,u,-5%
CCn1c(SCC(=O)c2ccccc2)nc2c(c1=O)SC(C)C2 (configuration not stated),-1%,-1%,0.5%,0%,1%,-16%,-0.4%,-0.4%,0%,-4%,u
CCOC(=O)/C=C1\SCC(=O)N1CC(O)CN1C(=O)CS/C1=C\C(=O)OCC,-6%,22%,-0.2%[57.5 µM],-4%,3%,12%,-0.6%,0.0%,2%,-3%,3%
CNC(=O)CCC(=O)Nc1ccc(C(=O)OC)cc1,0%,3%,-0.7%,5%,-1%,9%,-2.4%,0.4%,2%,-3%,1%
O=C(O)CC(c1ccccc1)c1ccccc1,-6%,5%,0.1%[0.369 µM],6%,x,4%,0.6%,0.6%,-2%,-3%,-3%
CCC(C)N=C1SCC(C)(/C=N/O)S1 (configuration not stated),2%,3%,2.0%[1.84 µM],3%,-2%,10%,-0.8%,1.6%,-2%,-1%,19%
C/C(CCC(=O)OC[C@@H]1O[C@H](C#Cc2ccccc2)C=C[C@@H]1Oc1ccc(C)cc1)=N/O[C@@H](C)CN1CCCc2nc(C)c(C)cc21,x,0%[11.4 µM],0.2%[9.22 µM],x,x,5%[11.4 µM],0.4%[15.4 µM],0.3%[15.4 µM],x,x,x
CCOC(=O)CCC(=O)Nc1ccccc1C(N)=O,-12%[11.4 µM],-2%[11.4 µM],-2.5%[0.0738 µM],-4%[7.66 µM],12%[9.17 µM],-1%[11.4 µM],-2.9%,-0.2%,2%,-4%[11 µM],u
O=C(Nc1nnc(CC(=O)N2CCOCC2)s1)C1COc2ccccc2O1 (configuration not stated),-3%,-5%,-2.7%,-2%,-8%,4%,-0.7%,-0.9%,-1%,-5%,u
Cc1occc1C(=O)NCCCc1ccccc1,-10%,-2%,-0.3%[9.22 µM],33%[activator],0%,-16%,2.3%,0.3%,2%,-5%,-14%
CC(C)(C)c1ccc(/C=C/C(=O)Nc2ccc3c(c2)OCCO3)cc1,x,-25%,-0.9%,x,x,6%,10%,0.1%,x,x,x

# Grouped by structure: those above containing an NH in an aromatic ring (three)
SMILES,DNA Pol III inh,ALOX15 inhib,HBB splice mod,USP2a inhib,UbGFP stabilizer,HADH2 inh,BRCT PPI green,BRCT PPI red,Epigenetic mod,Hsp90 Hop PPI,CRE Fsk mod
COCCn1nnnc1C(c1cc2ccc(OC)cc2[nH]c1=O)N1CCc2ccccc2C1 (configuration not stated),-8%,-10%,x,161%[activator],0%,-8%,0.7%,0.6%,6%,-3%,-2%
COc1ccccc1CNC(=O)c1c(O)c2cc(OC)c(OC)cc2[nH]c1=O,2%,-3%,-1.5%,6%,0%,-4%,-0.7%,1.1%,0%,-3%,9%
CCOC(=O)c1ccc(CNC(=O)C(Cc2c[nH]c3ccccc23)NC(C)=O)o1 (configuration not stated),3%,3%,-0.4%,-2%,-7%,4%,0.3%,0.5%,-2%,-6%,-3%
